IMP-1 inh – inhibitors of Pseudomonas aeruginosa IMP-1 metallo-beta-lactamase; purified IMP-1, nitrocefin hydrolysis, epi-absorbance fluorescence; inhibition, % at 5.6 µM; 0.45% of 290,000 active; AID 1556;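 active = inhibition above the mean plus 3 SD of all compounds in the same screening run, cut at about 4.5% in these data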;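 also: 0% = IMP-1 with DMSO and 100% = DMSO wells lacking enzyme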
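System: Purified IMP-1 | Read-out basis: Percent enzyme inhibition | Controls: IMP-1 with DMSO as 0%, enzyme-free DMSO as 100% | Replicates: One well per compound | Doses: 5.6 µM nominal single concentration | Detection: Epi-absorbance fluorescence, 480 nm excitation, 530 nm emission | Incubation: 25 °C, 15 min preincubation, 25 min reaction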
DNA FID counter – counter-screen for HCV NS3 helicase inhibitors: DNA intercalator displacement; DNA fluorescent intercalator displacement, fluorescence; inhibition, % at 7.9 µM; 0.17% of 290,000 active; AID 1845; in the data active = inhibition above about 37%;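 also: 0% = vehicle and 100% = reference compound; higher means more ethidium bromide displaced from hairpin DNA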
MEKK2 mut-MEK5 – signal of MEK5 binding to mutant human MEKK2 PB1 domain. bead flow cytometry, Alexa488-MEK5 binding to MEKK2 mutant. percent response, % at 10 µM. 0.35% of 290,000 active. AID 1530; in the data active = percent response above about 24%, passing the limit was not always enough; also: inactives centre near 1; some results filed as inactive read as strong as hits
MEKK2 WT-MEK5 – raises or lowers MEK5 binding to wildtype human MEKK2 PB1 domain; Q9Y2U5; bead flow cytometry, Alexa488-MEK5 binding to MEKK2 WT; actives lie on both sides; binding response (% of control), % at 10 µM; 1.1% of 290,000 active; in the data active = binding response below about 67% or above about 130%
HCV NS3 hel inh – inhibitors of Hepatitis C virus NS3 helicase; 0.56% of 290,000 active; inhibition, % at 10.9 µM; NS3 helicase DNA unwinding, Cy5 molecular beacon fluorescence; AID 1800;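 active = inhibition above the mean of all tested compounds plus 3 SD, set per campaign, cut at about 35% in these data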;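 also: 0% = DMSO wells and 100% = thioflavine S control wells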
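System: NS3 helicase fragment of HCV / Schedule: 1 h at 25 °C / Control set: DMSO alone as 0% and 110 µM thioflavine S as 100% / Reagent: Cy5/quencher beacon DNA duplex and ATP to start / Technique: Cy5 fluorescence / Replication: singlicate / Evaluation: % inhibition of end-to-start signal ratio versus controls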
VIM-2 inh – blocks Pseudomonas aeruginosa VIM-2 metallo-beta-lactamase. 0.89% of 290,000 active. purified VIM-2, nitrocefin hydrolysis, epi-absorbance fluorescence. inhibition, % at 5.6 µM. AID 1527;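 active = inhibition above the mean of all tested compounds plus 3 SD, cutoff set per screening run, cut at about 7.5% in these data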;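 also: red hydrolysis product quenches plate fluorescence so inhibitors raise well fluorescence; 0% = enzyme with DMSO and 100% = DMSO without enzyme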
UBC9 SUMO inh – blocks human SUMOylation mediated by UBC9; P63279; HTRF SUMOylation assay, SAE1/SAE2 + UBC9, in vitro; inhibition, % at 35 µM; 0.36% of 290,000 active; AID 2006; in the data active = inhibition above about 50%, passing the limit was not always enough; also: strong numbers were not always called active
Target sequence (P63279 whole entry, looked up): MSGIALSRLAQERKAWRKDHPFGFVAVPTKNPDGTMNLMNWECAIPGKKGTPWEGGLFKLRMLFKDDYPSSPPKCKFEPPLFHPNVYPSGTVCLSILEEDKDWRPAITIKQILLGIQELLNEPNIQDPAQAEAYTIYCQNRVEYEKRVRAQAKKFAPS
M18AAP inhibitor – PfM18AAP enzyme inhibition. recombinant PfM18AAP, H-Glu-NHMec fluorogenic cleavage. 1.2% of 290,000 active. inhibition, % at 7.35 µM. AID 1822;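 active = inhibition above the campaign mean inhibition over all tested compounds plus 3 SD, cut at about 28% in these data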;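 also: 0% = plate median of test compound wells and 100% = 2 mM ZnCl2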
NALP1 yeast inh – blocks the NALP1 inflammasome reconstituted in yeast | S. cerevisiae NALP1/ASC/caspase-1 growth, X-gal OD620, 72 h | inhibition, % at 10 µM | 0.61% of 280,000 active | AID 2071; in the data active = inhibition mostly above about 24%, no sharp cut-off; inactive = mostly below about 32%; also: some compounds called inactive have numbers as strong as hits
* hit, by the source's call; . = no result given.

SMILES,M18AAP inhibitor,UBC9 SUMO inh,DNA FID counter,IMP-1 inh,HCV NS3 hel inh,NALP1 yeast inh,MEKK2 WT-MEK5,MEKK2 mut-MEK5,VIM-2 inh
CC(=O)N1c2ccc(S(=O)(=O)N3CCCC(C(=O)N4CCCC(C)C4)C3)cc2CC1C (centres undefined),-7,-1,-59,0.2,-6,26,72,-27,-0.9
O=c1[nH][nH]c(C(F)(F)F)c1C=NCc1ccccc1Cl,-14,4,0,-3.2,1,0,110,9,-4.8
O=C(N/N=C/c1cccc(C(F)(F)F)c1)c1cc2c(s1)-c1ccccc1CC2,5,3,1,-2.0,5,43,109,21,-1.0
CCOC(=O)C1CCN(C(=O)c2cc3cc(Cl)ccc3[nH]2)CC1,5,3,-32,-1.5,4,3,98,4,-1.8
CCOC(=O)C1=C(C)NC(=O)NC1c1ccc(-c2ccc(F)cc2)o1 (centres undefined),-4,20,-19,-1.0,5,2,98,3,-2.0
CCOc1cc(/C=N/NC(=O)C(=O)NCC2CCCO2)ccc1OCC(=O)N1CCOCC1 (centres undefined),-13,28,-21,-1.9,-2,.,94,0,-1.4
CC(OC(=O)C1CC(O)CN1S(=O)(=O)c1ccccc1[N+](=O)[O-])C(=O)N1CCCCC1 (centres undefined),1,17,-5,-2.4,-1,16,98,1,-2.9
CN(C)CCCNc1oc(/C=C/c2ccccc2)nc1C#N,-19,47,6,-2.5,-61,.,115,9,-1.5
CC(=O)Nc1ccc(NC(=O)[C@@H](NC(=O)c2ccccc2F)C(C)C)cc1,1,12,-7,-1.6,-9,27,102,3,-3.2
O=C(NC(=S)Nc1ccccc1N1CCCC1)c1cccs1,7,6,-9,-2.2,5,-24,100,-1,-1.9
Cn1c(=O)c2c(nc(NCc3ccccc3)n2C)n(C)c1=O,-6,6,-2,-5.2,1,15,112,5,1.3
CN(C)C(=O)COC(=O)[C@H](Cc1ccccc1)NC(=O)c1ccco1,-3,12,-3,-3.4,-2,-13,108,6,-2.5
COc1ccc(CNC(=O)CCCn2c(SCC#N)nc3cc4c(cc3c2=O)OCO4)cc1,6,4,1,-2.2,3,0,98,-3,-1.7
CCNC(=S)NNC(=O)c1ccc(=O)n(Cc2ccccc2)c1,8,21,2,-3.6,10,-28,95,-2,-2.4
CCOC(=O)N1CCC(n2c(SCC(=O)N3CCC(C)CC3)nc3ccccc3c2=O)CC1,-7,9,-5,-0.1,-7,1,93,-7,0.3
CCOc1ccc(S(=O)(=O)NCc2ccccc2)cc1C(N)=O,-1,21,-8,-2.0,0,-11,102,0,-2.3
COC(=O)c1ccc(C(NC(=O)c2cccnc2)NC(=O)c2cccnc2)cc1,4,16,-7,-5.2,19,1,106,1,-3.4
C/C(=N\N=C(N)N)c1cc(Cl)ccc1Cl,-4,-11,4,-3.1,-4,7,114,10,-2.4
O=C(CNC(=O)c1ccccc1)NCC(=O)OCC(=O)c1ccc(F)cc1,-11,1,-8,-2.2,-10,22,100,0,-2.4
COc1cccc(-c2cc(C(=O)NCC3CCCO3)on2)c1 (centres undefined),-17,7,-13,2.0,7,26,107,2,-0.4
O=C(Cn1cc(C(=O)c2ccco2)c2ccccc21)NCc1ccco1,2,14,-2,-0.5,-4,0,90,-11,-0.8
CCC(=O)Nc1c(OC(=O)CC)ccc2c(C)cc(=O)oc12,0,33,-3,-7.2,-2,16,108,8,0.6
CC1CCN(C(=O)C2CCN(S(=O)(=O)c3cccc4nonc34)CC2)CC1,-2,2,-6,-2.9,7,10,104,6,1.0
CCc1nnc(NC(=O)CSc2nnc(C(C)NC(=O)c3ccccc3F)n2C)s1 (centres undefined),-6,2,-18,-0.9,1,-11,101,-6,0.6
Cc1ccc(C(=O)C(O)C(c2ccc(C)cc2)N2CCCCC2)cc1 (centres undefined),-9,4,3,-1.1,-21,1,97,-5,0.3

The final two compounds of the part before open the next one:
SMILES,M18AAP inhibitor,UBC9 SUMO inh,DNA FID counter,IMP-1 inh,HCV NS3 hel inh,NALP1 yeast inh,MEKK2 WT-MEK5,MEKK2 mut-MEK5,VIM-2 inh
CCc1nnc(NC(=O)CSc2nnc(C(C)NC(=O)c3ccccc3F)n2C)s1 (centres undefined),-6,2,-18,-0.9,1,-11,101,-6,0.6
Cc1ccc(C(=O)C(O)C(c2ccc(C)cc2)N2CCCCC2)cc1 (centres undefined),-9,4,3,-1.1,-21,1,97,-5,0.3
CCOc1ccc(NC(=O)C2CC(=O)N3CCCN=C3S2)cc1 (centres undefined),-19,4,-9,0.1,6,-4,105,0,1.6
C/C(=N\NC(=O)Cc1c(C)[nH][nH]c1=O)c1ccc2ccccc2c1,-8,2,-1,-4.7,1,16,102,0,-3.9
CCOC(=O)C1=C(C)NC(=O)C(C#N)C1c1ccco1 (centres undefined),4,5,2,-2.8,-2,4,88,-9,-2.0
Cc1ccccc1OCC(=O)N1CCCCCCC1,-4,-2,-10,-1.0,0,.,101,1,-1.1
Cc1ccc(-c2nc(=O)[nH]c3ccccc23)cc1,0,37,-5,-1.0,5,-1,99,-2,-0.7
COc1ccc(C2/C=C\CN(Cc3ccc(N(C)C)cc3)CC(=O)N2Cc2ccc(F)cc2)cc1 (centres undefined),.,-4,.,.,.,-2,102,3,.
O=S(=O)(c1ccc(N2CCCC2c2nc3ccccc3s2)nc1)N1CCOCC1 (centres undefined),-9,10,-22,-2.1,-10,11,103,2,-1.8
CCOC(=O)/C=C/C(=O)Nc1cccc([N+](=O)[O-])c1,-15,-2,3,0.0,-3,81*,99,4,-3.5
CCOC(=O)NC1(C(F)(F)F)NC(=O)N(c2ccc(F)cc2)C1=O (centres undefined),4,-4,-6,-4.2,-4,19,100,-1,-2.0
CN(C(=O)Nc1ccc(Cl)c(Cl)c1)c1ccccc1C(=O)O,2,9,5,-3.6,-6,24,97,-1,-3.5
COc1ccc2[nH]c(C(=O)Nc3ncc(C)cc3Br)cc2c1,0,21,-13,-2.4,-1,8,95,3,-3.4
CC1(C)CC(=O)C(CC2=C(O)CC(C)(C)CC2=O)C(=O)C1,4,16,-1,-0.8,-2,13,100,4,-5.2
CC1=NN(c2ccccc2)C(=O)/C1=C/c1cc2cc(C)ccc2nc1N1CCCCC1,0,-6,-3,-1.4,18,1,88,1,1.3
CCN(CC)C(=O)COc1ccc(/C=C(\C#N)S(=O)(=O)c2ccccc2)cc1OC,3,18,-3,-2.8,4,2,105,4,-3.8
COc1ccc(C)cc1S(=O)(=O)N(CC(=O)NCc1ccco1)c1ccc(C)cc1,-8,22,-43,-1.6,-10,16,104,2,-1.7
O=C(N/N=C/c1ccc(-c2ccc(S(=O)(=O)Nc3ncccn3)cc2)o1)c1cc2ccccc2cc1O,21,.,-25,-3.4,33,8,.,.,-3.4
O=C(CC1C(=O)NCCN1Cc1cccc(Oc2ccccc2)c1)NCCCn1cccn1 (centres undefined),-2,0,-30,-0.3,3,-10,129,16,-1.1
CC(C)(C)c1ccc(/C=N/NC(=O)C[n+]2ccccc2)cc1,-6,13,2,-4.0,-29,11,100,1,-2.8
Cc1ccccc1OCC(=O)NNC(=O)c1ccc(-c2ccccc2)cc1,-2,8,-7,1.8,0,34,100,3,1.0
Cc1ccccc1-n1c(=O)cc(N2CCc3ccccc32)[nH]c1=O,-5,4,-2,-3.3,9,33,112,18,-5.2
CCOc1ccc(NC(=O)C2CCCN(c3nc(C)cc(C)n3)C2)cc1 (centres undefined),-4,1,-10,-4.0,8,10,95,-3,-2.0
O=C(CNS(=O)(=O)c1ccc(Cl)cc1)NNC(=O)c1cccnc1,2,-5,-1,-3.6,7,4,94,-3,-3.0
O=C(O)CNC(=O)c1ccc2c(c1)OCCO2,-5,13,-4,-4.0,12,16,97,-1,-2.3
CCN1CCN(CC(=O)c2c(C)n(C)c3ccc(OC)cc23)CC1,1,-11,5,-1.0,5,1,100,1,-0.9
O=C(NCC1CCCO1)c1ccc2ccccc2n1 (centres undefined),-12,18,-3,-1.3,4,16,101,1,-4.8
O=C(CN(Cc1ccco1)C(=O)Cn1nnc(-c2cccs2)n1)NCC1CCCO1 (centres undefined),-4,-3,5,-1.9,3,-1,90,-8,-3.7
CCOCCCN(C(=O)c1snc(C(N)=O)c1N)C(C(=O)NC1CCCC1)c1ccc(O)cc1 (centres undefined),6,8,-15,-3.9,8,0,100,2,0.7
COc1cc(NC(=O)c2cc(-c3cccnc3)nc3ccc(C)cc23)c(OC)cc1Cl,-7,-8,-3,-4.5,13,31,.,.,-2.4
CCc1ccccc1Nc1ccc(C(=O)O)cc1N,3,4,-30,-1.7,35,6,114,12,-3.0
Cc1ccc(/C=N/NC(=O)c2cc(-c3cccnc3)nc3ccccc23)cc1,-4,2,-9,-3.8,-1,1,101,0,-6.1
COc1ccccc1N1CCN(/N=C/C=C/c2ccccc2[N+](=O)[O-])CC1,4,-13,-25,-2.1,0,-3,97,-1,-2.8
CC(=O)Nc1ccc(NC(=O)C(C)OC(=O)CNS(=O)(=O)c2cccc(Cl)c2)cc1 (centres undefined),0,32,-8,-0.2,-10,1,90,-6,-0.7
Cc1cc(C)c2[nH]c(=S)cc(C)c2c1,20,3,-3,-4.2,2,8,101,3,0.0
CCOc1ccc(N2C(=O)CC(N(CCc3ccc(S(N)(=O)=O)cc3)C(C)=O)C2=O)cc1 (centres undefined),-4,14,-2,-4.4,10,.,96,3,-1.5
COc1cccc(C(=O)Nc2ccc3c(cc2=O)[C@@H](NC(C)=O)CCc2cc(OC)c(OC)c(OC)c2-3)c1,-5,10,-38,-0.1,-43,13,105,4,0.6
CC(C)(C)c1ccc(S(=O)(=O)Nc2cccnc2)cc1,1,21,-12,0.7,-2,-2,105,5,1.8
C=CCOC(=O)C(=O)/C=C/c1c(C)n(C)n(-c2ccccc2)c1=O,-1,1,-4,-0.4,-2,-4,106,8,-0.1
CCNC(=S)N/N=C(\C)c1ccc2ccccc2c1OC(F)F,-16,3,-17,-2.6,-11,10,91,-8,-2.2
COc1cc(NC2c3ccccc3C(=O)N2Cc2ccccc2Cl)cc(OC)c1OC (centres undefined),-8,-8,-3,-4.2,-1,2,103,0,-2.4
NC(=O)C1CCN(C(=O)CN(c2cccc(Cl)c2)S(=O)(=O)c2ccccc2)CC1,-12,21,-16,-1.9,5,7,105,6,-1.5
Cc1ccc(NC(=O)OCCN2CCN(Cc3ccccc3)CCC2=O)cc1,-2,-3,-7,-0.1,19,33,97,3,2.5
CCCSc1nsc(N)n1,-17,4,0,-5.0,-3,-4,100,1,-3.7
O=C(Nc1ccc(F)cc1)C1CCCO1 (centres undefined),7,11,0,-3.3,-2,-4,105,1,-5.6
COC(=O)CSc1cc(C)nc2ccc(OC)cc12,0,8,-3,0.6,-14,7,106,7,4.0
